rTrxR1 inhibitor – blocks rat thioredoxin reductase 1; Potency, µM (doses to about 114 µM), without a hit: at the highest dose activity change, negative = inhibition, actives largely listed as inhibitors; O89049; recombinant rTrxR1, NADPH fluorescence consumption, selenite substrate; 390,000 compounds, 1% hits; further: on the % scale 0 is the no-effect control and ±100 the full control effect; nearly all actives have a fitted effect of over 65% in size
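Rat TrxR1 (90 nM in the dispensed reagent) was pre-reduced with 400 uM NADPH for 5 min at room temperature, then incubated with compound for 15 min. After 400 uM selenite was added, NADPH fluorescence (Ex 340/Em 450 nm) was followed for 8 min.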
Vif-APOBEC3F blk – blocks the Vif interaction with APOBEC3F. HeLa A3F-eYFP + Vif (tagged APOBEC3F with the HIV-1 protein that degrades it), YFP fluorescence increase. 390,000 compounds, 0.2% hits. Potency, µM (highest dose often 46.1 µM), inactives show at the top dose activity, negative = active. AID 602313; further: % of control where 0% means no effect; nearly all actives have a fitted effect of over 65% in size
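HeLa cells stably expressing Vif plus C-terminally eYFP-tagged A3F were seeded, incubated overnight at 37 deg C, dosed with compound, incubated overnight again at 37 deg C. Yellow fluorescence (Ex 488/Em 500-530) reported blocked Vif-mediated A3F-eYFP degradation.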
12-LOX inh – inhibitors of human 12S-lipoxygenase ALOX12; P18054; purified 12hLO, xylenol orange hydroperoxide absorbance; Potency, µM (top dose mostly 108 µM), inactives show at the highest dose activity change, negative = inhibition, actives largely listed as inhibitors; 580,000 compounds, 1.1% hits; further: on the % scale 0 is the no-effect control and ±100 the full control effect
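Purified human 12hLO at 150 nM in 25 mM Hepes, 0.01% Triton X-100, pH 7.0, preincubated 15 min at room temperature with compound. Reaction started with 40 uM arachidonic acid, 30 min at room temperature. Hydroperoxide measured by Fe-xylenol orange, 573/405 nm absorbance ratio.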
USP1-UAF1 inh – inhibitors of human USP1/UAF1 deubiquitinase. O94782. recombinant USP1/UAF1, Ub-Rhodamine cleavage fluorescence. Potency, µM (highest dose often 57.1 µM), inactives show at the highest dose activity change, negative = inhibition, most hits filed as inhibitors. 390,000 compounds, 0.23% hits. AID 743255; further: on the % scale 0 is the no-effect control and ±100 the full control effect; nearly all actives have a fitted effect of over 60% in size; inactives centre near -12
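Step one: compound is pinned into 1nM USP1/UAF1 in HEPES pH 7.8 buffer with TCEP. Step two: 15 min room-temperature incubation. Step three: Ub-Rho (150nM final) starts cleavage, tracked by fluorescence over six one-minute reads.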
RXFP1 agonist – RXFP1 (human) receptor agonism. HEK293T-RXFP1 cAMP TR-FRET, 30 min; response scale: percent of porcine relaxin response, buffer zero. Potency, µM (titrated, usually from 57.5 µM), for the others: at the highest dose activation, most hits filed as activators. 370,000 compounds, 0.3% hits; further: on the % scale 0 is the no-effect control and ±100 the full control effect; nearly all actives have a fitted effect of over 60% in size; many of its hits are not listed in these tables
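HEK293T cells stably expressing RXFP1 were pretreated with the PDE4 inhibitor Ro 20174, exposed to compounds for 30 min at 37C, lysed, and cAMP was read by TR-FRET. Data normalized to buffer (basal) and 29 nM porcine relaxin (100%).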
Vif-APOBEC3G blk – Vif-A3G binding inhibition; Q9HC16; HeLa A3G-eYFP + Vif (tagged APOBEC3G with the HIV-1 protein that degrades it), YFP fluorescence, overnight; Potency, µM (series often up to 46.1 µM), without a hit: at the highest dose activity, negative = active, actives largely listed as inhibitors; 410,000 compounds, 0.076% hits; AID 602310;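 further: on the % scale 0 is the no-effect control and ±100 the full control effect; nearly all actives have a fitted effect of over 60% in size; hits raise eYFP signal because A3G escapes Vif-driven loss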
Target sequence (Q9HC16 whole entry, looked up): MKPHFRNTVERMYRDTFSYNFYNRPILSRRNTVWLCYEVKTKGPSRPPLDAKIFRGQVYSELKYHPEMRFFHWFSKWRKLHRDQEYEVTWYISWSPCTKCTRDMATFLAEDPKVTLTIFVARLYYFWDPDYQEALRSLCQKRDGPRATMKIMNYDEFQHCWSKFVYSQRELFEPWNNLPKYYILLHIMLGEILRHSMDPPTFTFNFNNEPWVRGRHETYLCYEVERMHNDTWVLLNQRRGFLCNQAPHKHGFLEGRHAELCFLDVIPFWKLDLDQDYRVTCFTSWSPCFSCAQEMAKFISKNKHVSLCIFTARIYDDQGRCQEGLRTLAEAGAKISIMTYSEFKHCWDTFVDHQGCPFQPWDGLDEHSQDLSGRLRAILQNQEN
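Read-out is eYFP fluorescence (Ex 488/Em 500-530) from Vif-expressing HeLa A3G-eYFP cells; more signal means A3G escaped Vif-mediated degradation. Cells plated overnight, compound pinned in, incubated overnight at 37 deg C.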
mIDH1 inhibitor – inhibitors of human mutant IDH1 R132H; O75874; IDH1-R132H enzyme, NADPH consumption, diaphorase/resazurin fluorescence; Potency, µM (top dose mostly 76.6 µM), for the others: top-dose activity change, negative = inhibition, hits mostly inhibitors; 390,000 compounds, 0.093% hits; further: on the % scale 0 is the no-effect control and ±100 the full control effect; nearly all actives have a fitted effect of over 65% in size
Target sequence (O75874 whole entry R132H, stated change not applied): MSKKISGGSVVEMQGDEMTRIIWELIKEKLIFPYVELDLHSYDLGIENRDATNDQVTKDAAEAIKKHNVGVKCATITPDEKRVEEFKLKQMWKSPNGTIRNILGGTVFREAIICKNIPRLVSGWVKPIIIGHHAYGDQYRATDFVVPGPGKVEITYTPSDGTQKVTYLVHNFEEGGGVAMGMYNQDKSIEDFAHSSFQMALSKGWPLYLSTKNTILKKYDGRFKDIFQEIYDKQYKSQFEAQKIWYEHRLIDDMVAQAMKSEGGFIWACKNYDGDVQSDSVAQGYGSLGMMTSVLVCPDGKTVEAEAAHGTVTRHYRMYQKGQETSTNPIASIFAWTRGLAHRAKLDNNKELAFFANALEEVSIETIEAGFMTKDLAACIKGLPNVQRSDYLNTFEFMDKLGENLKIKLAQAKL
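IDH1-R132H (0.5 ug/mL) preincubated 30 min with compound, then NADPH (0.016 mM) and alpha-KG (2 mM) added; 80 min at RT, pH 7.5. Remaining NADPH coupled via diaphorase/resazurin to fluorescence (540/590 nm); concentration-response curves normalized to no-enzyme control.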
TrxR1 substrate – is turned over as a substrate by rat TrxR1; purified TrxR1 substrate turnover, NADPH consumption readout; Potency, µM (doses to about 114 µM), for inactives: at the top dose activity change, negative = substrate turnover; 390,000 compounds, 0.01% hits; further: on the % scale 0 is the no-effect control and ±100 the full control effect; nearly all actives have a fitted effect of over 50% in size
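Rat TrxR1, dispensed at 90 nM, was prereduced with 400 uM NADPH (final) for 5 min at ~22 deg C, then incubated with compound 15 min before 400 uM selenite. A first-read NADPH fluorescence drop versus no-compound background flagged substrates.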
RGS4 inh – human RGS4 inhibition. Transcreener GDP fluorescence polarization, RGS4-accelerated GTP hydrolysis. Potency, µM (titrated, usually from 114 µM), for the others: top-dose activity change, negative = inhibition, hits mostly inhibitors. 390,000 compounds, 0.039% hits. AID 504845; further: on the % scale 0 is the no-effect control and ±100 the full control effect; nearly all actives have a fitted effect of over 75% in size; some results filed as inactive show a strong effect at the top dose
Target sequence (P49798 whole entry, looked up): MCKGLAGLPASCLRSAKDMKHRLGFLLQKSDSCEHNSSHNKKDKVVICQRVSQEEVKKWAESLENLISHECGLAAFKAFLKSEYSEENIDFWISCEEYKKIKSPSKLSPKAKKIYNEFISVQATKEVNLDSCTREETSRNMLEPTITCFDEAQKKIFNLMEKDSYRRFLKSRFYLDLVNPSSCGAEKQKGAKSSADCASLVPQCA
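MLSMR compounds (23 nl, pin-transferred) preincubated 10 min at room temperature with a 500nM (2x) first reagent, then RGS4 at 900nM (2x) plus Transcreener GDP mix added; fluorescence polarization (620/688 nm) read before and after 90 min at 30 °C.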
* marks the source's active call; other numbers are inactive results; ? = inconclusive; / = no result given; & = joins results of further samples; [ ] = another dose, or the depositor's remark. The call rests on the fitted dose curve; in most records, active means well fitted curve in the direction sought with a large enough effect; inconclusive means small, poorly fitted or top-dose-only effect, or another doubt; inactive means no such curve, though single readings can be large; an effect the other way counts as inactive or inconclusive. Potency means the concentration at half of the fitted maximal effect. Only part of the results is shown; rates above refer to the full screens.

SMILES | rTrxR1 inhibitor | Vif-APOBEC3F blk | 12-LOX inh | USP1-UAF1 inh | RXFP1 agonist | Vif-APOBEC3G blk | mIDH1 inhibitor | TrxR1 substrate | RGS4 inh
Cc1ccc(C)c(N2C(=O)N(Cc3cccc(C(F)(F)F)c3)c3ccccc3S2(=O)=O)c1 | 22.9%[57.1 µM] | -2.9% | -10.8% | -26.2% | -0.1% | -0.1% | 10.2% | 2.0%[57.1 µM] | 5.5%
COc1ccc(-c2nnn(CC(=O)N(CCO)C(C(=O)NC3CCCC3)c3ccc(F)cc3)n2)cc1 (stereo not given) | 19.9% | -6.1% | 18.7% | -11.4% | 1.5% | 1.6% | 0.1% | 7.4% | -9.5%
O=C(C1CCCN(S(=O)(=O)c2ccccc2)C1)N1CCCCC1 (stereo not given) | -10.7% | 3.6% | 21.4% | -12.8% | -1.6% | -5.0% | 32.6%[activator] | -4.9% | -10.4%
Cc1cccc(CNC(=O)c2cnc3c(-c4cccc(C)c4)c(C)nn3c2C)c1 | 4.6%[57.1 µM] | -3.9% | -1.7% | ? | -1.0% | 0.0% | 0.0% | -2.4%[57.1 µM] | 23.7%
Cc1cccc(NC(=S)N2CCN(Cc3ccc4c(c3)OCO4)CC2)c1C | 8.3%[11.4 µM] | 6.4% | -15.3% | -13.7% | -0.7% | 5.4% | 1.3% | -24.5%[11.4 µM] | -33.5%
CCOc1ccccc1NC(=O)COc1ccc(S(=O)(=O)N2CCCC2)cc1 | 16.5% | 2.2% | -13.7% | -23.4% | 0.6% | -4.8% | 2.5% | 1.7% | 18.6%
Cc1ccc(C(=O)NCCc2csc(-c3cccnc3)n2)cc1 | 4.2%[57.1 µM] | 3.0% | 15.4% | -17.3% | -0.5% | -0.9% | -0.3% | -1.6%[57.1 µM] | -11.8%
CCCCOC(=O)c1ccc(Nc2nc3ccccc3c3nnc(C)n23)cc1 | 27.7% | -13.9% | -23.3% | -30.4% | -1.9% | -1.6% | -7.1% | 8.0% | 19.1%
Oc1cnc2ccccc2c1CN1CCOCC1 | 0.8%[57.1 µM] | -11.1% | -23.5% | -2.9% | -0.8% | -0.1% | -1.3% | 48.5%[activator] | 6.9%
O=C(/C=C/c1cccs1)N1CCC2(CC1)Oc1ccc(F)cc1C(=O)C21CC(c2ccccc2)=NO1 (stereo not given) | -3.5% | 3.9% | 3.5% | -8.3% | 2.1% | -2.2% | 9.8% | -3.9% | 15.6%
Cc1noc(C)c1CSc1nc2ccccc2n1CCc1ccccc1 | 54.9%[activator] | -3.7% | ? | -21.4% | -1.4% | -8.4% | 12.7% | 8.9% | -35.0%
O=C(NCc1cccc(Cl)c1)c1cc(COc2ccc3ncccc3c2)on1 | 23.9%[57.1 µM] | 1.4% | 2.9% | -11.7% | -2.5% | -0.3% | -0.2% | -2.4%[57.1 µM] | -11.2%
Cn1nc(-c2ccc(Cl)cc2)c2cc(C(=O)NCCCN3CCCC3)sc21 | 14.4% | ? | -9.8% | -11.5% | -0.4% | 6.9% | -5.8% | 52.9%[activator] | 4.1%
O=C(Cc1csc(Nc2nc(=S)[nH]c3ccccc23)n1)N1CCN(c2cccc(C(F)(F)F)c2)CC1 | 21.4%[57.1 µM] | 4.2% | -2.3% | -13.8% | 3.3% | 0.3% | 4.6% | 4.9%[57.1 µM] | -9.4%
OCCCNc1ncnc2scc(-c3ccc(Cl)cc3)c12 | 15.7%[57.1 µM] | 8.7% | 0.0% | -8.2% | -0.2% | 2.7% | 4.5% | -16.1%[57.1 µM] | 11.7%
CCn1c(COc2ccccc2C)nnc1SCC(=O)OC | 3.6% | 0.3% | 0.0% | -16.2% | 1.5% | 3.6% | 4.3% | 1.7% | -9.4%
c1cncc(-c2nc3ccccc3[nH]2)c1 | -2.2% | 3.8% | -5.0% | -2.8% | 4.2%&-0.6% | -4.6% | 2.3% | -2.6% | 1.6%
O=[N+]([O-])c1cccc(-c2ccc(SCc3cccnc3)nn2)c1 | 0.9%[57.1 µM] | 12.1% | ? | -0.2% | -0.8% | 0.6% | 9.8% | 2.9%[57.1 µM] | 3.0%
CCc1nc2ccccc2c(NC(=O)CN2CCC(C)CC2)c1C | 12.6%[57.1 µM] | 1.7% | ? | -3.3% | 1.5% | -4.0% | 9.7% | 10.3%[57.1 µM] | 15.7%
O=C(/C=C/c1ccc(Cl)cc1)NCc1ccncc1 | -20.3% | 2.3% | -13.4% | -0.4% | 2.6% | -7.6% | 2.2% | -12.4% | 3.2%
COc1ccc(Cl)cc1NC(=O)c1cc2nc(-c3ccc4c(c3)OCO4)cc(C(F)(F)F)n2n1 | 25.4% | 2.6% | -11.1% | -27.9% | -0.4% | -2.6% | -0.2% | 11.7% | -1.7%
CC(C)c1ccc(NC(=O)CSC2=Nc3ccccc3C3=NC(CCC(=O)NCc4ccco4)C(=O)N23)cc1 (stereo not given) | 19.4%[57.1 µM] | -6.0% | -25.6% | -5.7% | ? | -0.3% | 10.7% | 9.3%[57.1 µM] | -4.5%
COc1ccc(-n2nc(C(=O)NCC(=O)NC(C)C)c3ccccc3c2=O)cc1Cl | 17.6% | 6.5% | -14.2% | 4.8% | 0.3% | -0.6% | -1.8% | 0.4% | 8.4%
NC(=O)C1CCN(C(=O)Cc2ccc(-c3ccccc3)cc2)CC1 | 8.6%[57.1 µM] | -7.0% | 1.2% | -3.4% | -1.3% | -4.8% | -3.2% | -3.7% | 15.3%
CCCc1nn2c(=O)cc(CSCC(=O)Nc3ccccc3)nc2s1 | 4.4% | 1.7% | ? | -11.8% | 1.5% | 0.3% | -18.9% | 3.2% | -12.0%
C[C@H](CO)N1C[C@H](C)[C@@H](CN(C)C(=O)NC2CCCCC2)Oc2ccc(NC(=O)NC3CCCCC3)cc2C1=O | 9.2%[57.1 µM] | -2.1% | -18.3% | -26.2% | / | 3.7% | -9.9% | 5.5%[57.1 µM] | -1.3%
CCOc1ccc(Cl)cc1S(=O)(=O)N1CCC(C(=O)NCc2ccncc2)CC1 | 3.2% | -4.3% | -15.6% | -21.0% | -0.6% | -0.4% | -6.9% | -1.9% | 6.4%
COc1ccc(COC(=O)c2nc3nc(C)cc(C)n3n2)cc1F | 6.1% | -0.6% | 0.0% | -8.1% | 6.8% | -3.2% | -3.3% | 6.6% | -21.1%
CN(C)N1C(N)=C(C#N)C(c2cccc3ccccc23)C2=C1CC(c1ccccc1)CC2=O (stereo not given) | 19.1% | -29.1% | -5.9% | -6.8% | -1.1% | ? | -1.9% | 7.8% | 14.6%
CCN(CC)S(=O)(=O)c1cccc(-c2nc3n(n2)Cc2ccccc2-3)c1 | 7.3%[57.1 µM] | -16.2% | ? | -10.6% | 10.5% | 0.5% | 4.1% | 1.1%[57.1 µM] | 19.3%
COc1cc(C(=O)N/N=C/C2CC=CCC2)cc(OC)c1OC (stereo not given) | -4.8% | -13.6% | 28.1% | -9.4% | 3.7% | ? | 3.5% | -2.4% | -43.2%
CC[C@H](C)[C@@H](C(=O)NCCCCCCCCCCC(=O)N1CCNCC1)n1cc(CCCCN=C(N)N)nn1 | -7.4% | 2.7% | 9.7% | ? | -0.4% | 0.8% | -18.6% | 0.7% | -15.6%
COC(=O)c1sccc1NC(=O)c1ccccc1C(=O)O | 14.7%[57.1 µM] | 1.8% | 18.5% | 0.1% | / | 0.1% | 5.8% | -4.5% | -30.8%
COc1ccc(-c2cc([C@H]3[C@H]4C=CC[C@@H](C)[C@@H]4C(=O)N3Cc3ccccc3)ccc2F)cc1OC | 43.5% | 1.0% | -22.3% | -15.0% | 1.5% | -2.5% | 5.1% | 12.8%[57.1 µM] | 3.0%
CCc1cc(-c2nc(N)ncc2-c2ccc(Br)cc2)c(O)cc1OC | 24.1% | 12.8% | -5.9% | -22.6% | -1.2% | 4.5% | -2.9% | -3.9% | -10.1%
CCN(CC1CCCO1)C(=O)c1cc(COc2ccc(F)cc2F)on1 (stereo not given) | -1.2% | 2.0% | 370.5%[activator] | -15.4% | -0.6% | -2.9% | 6.5% | -0.7% | -49.9%
COc1ccc(S(=O)(=O)N2CCCN(CC(=O)Nc3cc(NC(C)=O)ccc3OC)CC2)cc1 | -27.4% | -6.0% | -12.0% | -1.3% | 1.0% | 5.3% | 0.6% | 9.0%[57.1 µM] | -9.8%[11.4 µM]
O=C(Cc1coc2ccc3ccccc3c12)NCc1cccs1 | 6.7%[57.1 µM] | -6.0% | -22.2% | -2.8% | 1.2% | -10.1% | 3.1% | -9.5% | 4.3%

Screening results as filed in PubChem.
